S2 tox = Viability Counterscreen for Primary qHTS for Inhibitors of ATXN expression; S2 cells (HEK-293 line with an ATXN2-luciferase reporter) viability, CellTiter-Fluor protease fluorescence, 24 h; Potency, µM (titrated, usually from 56.7 µM), usual class: cytotoxic; actives 0.49% (n = 400,000); AID 651635, 2014; further: nearly all actives have a fitted effect of over 40% in size
A549 tox = Nrf2 qHTS screen for inhibitors: counterscreen for cytotoxicity; A549 ARE-Fluc cells, CellTiter-Fluor viability, 18-24 h; Potency, µM (doses to about 46 µM), inactives show top-dose activity change, negative = cytotoxicity, usual class: inhibitors; actives 0.16% (n = 390,000); AID 504648, 2011; further: on the % scale 0 is the no-effect control and ±100 the full control effect
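A549 ARE-Fluc cells in 5% FBS OPTI-MEM, 5000 cells/well, rested 2 h then exposed to compounds in concentration-response for 18-24 h at 37 °C. Viability by CellTiter-Fluor fluorescence (Ex 405/Em 525) after 30 min; luciferase luminescence (BugLite, 15 min, RT) read afterwards.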
Nrf2 inh = Nrf2 qHTS screen for inhibitors; Potency, µM (series often up to 46 µM), for the others: at the top dose activity change, negative = inhibition, hits mostly inhibitors; actives 2.1% (n = 360,000); AID 504444, 2011; A549 ARE-Fluc reporter, luciferase luminescence, 18-24 h; further: on the % scale 0 is the no-effect control and ±100 the full control effect; nearly all actives have a fitted effect of over 60% in size
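Cells were seeded and rested 2 h, then exposed to compounds for 18-24 h. CellTiter-Fluor was read first as a viability measure. BugLite was added 15 min before the final luminescent read of ARE-luciferase activity in A549 cells.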
Numbers without * were called inactive; i = inactive; ? = inconclusive; . = not tested or not shown; & = joins results of further samples. The call rests on the fitted dose curve; in most records, active means well fitted curve in the direction sought with a large enough effect; inconclusive means small, poorly fitted or top-dose-only effect, or another doubt; inactive means no such curve, though single readings can be large; an effect the other way counts as inactive or inconclusive. Potency means the concentration at half of the fitted maximal effect. These rows are one share of the data; rates above refer to the full screens.

Values run as follows: Nrf2 inh | A549 tox | S2 tox
COc1ccc(C(=O)NCC2Cc3cccc(-c4cncnc4)c3O2)c(OC)c1OC (stereo not drawn)
→ . | . | ?
COc1cc(=O)n2c(c1C(=O)NCc1ccco1)CCN(Cc1cccc(C(F)(F)F)c1)CC2
→ . | . | i
CN(CC1COCCO1)C(=O)c1cnn(-c2ncc3c(n2)-c2ccccc2CC3)c1C1CC1 (stereo not drawn)
→ . | . | i
Cc1onc(-c2c(F)cccc2Cl)c1C(=O)N[C@H]1C(=O)N2[C@H]1SC(C)(C)[C@H]2C(=O)O
→ . | . | i
C[C@H](CSC(=O)c1ccccc1)C(=O)N1C[C@@H](Sc2ccccc2)C[C@H]1C(=O)O
→ . | . | i
CC(C)c1nc(C(=O)N2CCOc3ccc(CN4CCN(c5ccccn5)CC4)cc3C2)cs1
→ . | . | i
O=C(c1cnn(-c2nccc(-c3ccccc3F)n2)c1C1CC1)N1CCCCC1c1cccnc1 (stereo not drawn)
→ . | . | i
COc1ccc(O)c(C(=O)N2CCC3(CC2)c2ccccc2[C@@H](NC(=O)c2ccccn2)[C@@H]3OC)c1
→ . | . | i
Cc1ccc(-c2ccnc(-n3ncc(C(=O)N(C)CC4CCCN(C)C4)c3C)n2)o1 (stereo not drawn)
→ . | . | i
CN(C)c1nc2cc(Cl)ccc2cc1CN(Cc1ccc2c(c1)OCO2)C(=O)c1ccoc1
→ . | . | i
CCC1CN(CC(=O)NC(C)c2c(C)nn(C)c2C)Cc2cc(OC)ccc2O1 (stereo not drawn)
→ . | . | i
CC(C)Cc1nc2cc(NS(=O)(=O)N(C)C)cc(C(=O)N3CCOc4ccccc4C3)c2n1C
→ . | . | ?
COc1cccc(CN2C(=O)NC(C)(C3CCN(Cc4cccc(O)c4)CC3)C2=O)c1OC (stereo not drawn)
→ . | . | i
COc1cccc(-c2ccnc(-n3ncc(C(=O)N(C)CCc4ccccn4)c3C)n2)c1
→ . | . | i
CS(=O)(=O)c1ccc(-c2cccc3c2OC(CNC(=O)c2cc(C4CC4)[nH]n2)C3)cc1 (stereo not drawn)
→ . | . | i
CN(C)CC/C=C1/c2ccccc2CSc2ccccc21
→ . | . | i
Cc1ncc2c(c1CNC(=O)c1cncs1)CCN(C(=O)c1cc(F)c(F)cc1F)C2
→ . | . | i
COC(=O)C1CCN(Cc2ccc3c(c2)CN(C(=O)c2cc(C)nc(C)n2)CCO3)CC1
→ . | . | i
O[C@@](CCN1CCCCC1)(c1ccccc1)[C@@H]1C[C@H]2C=C[C@@H]1C2
→ . | . | i
Cc1ccc2nc(SCC(=O)N3CCOc4ccc(CN5C[C@@H](C)O[C@@H](C)C5)cc4C3)[nH]c2c1
→ . | . | i
Cc1cc(C)cc(CN2CCc3nnc(C(NS(C)(=O)=O)C(C)C)n3CC2)c1 (stereo not drawn)
→ . | . | i
O=C(c1cnn(-c2nccc(-c3ccco3)n2)c1C1CC1)N1CCCCC1c1cccnc1 (stereo not drawn)
→ . | . | i
COC(=O)[C@@H]1CCCN1Cc1ccc2c(c1)CN(Cc1cccc(Cl)c1)CCO2
→ . | . | i
CO[C@H]1[C@H](NC(=O)c2ccco2)c2ccccc2C12CCN(Cc1ccc3cccc(F)c3n1)CC2
→ . | . | ?
O=C(c1ccc(N2CCC(NCCCn3ncc4ccccc43)CC2)cc1)N1CCOCC1
→ . | . | i
COCC(=O)Nc1cc(C(=O)N2CCN(c3ccc(Cl)cn3)CC2)c2c(c1)nc(C1CCC1)n2C
→ . | . | i
O=C(CCCN1CCC(n2c(=S)[nH]c3ccccc32)CC1)c1ccc(F)cc1
→ . | . | i
c1ccc(Nc2nc(-c3ccccc3)c(-c3ccccc3)s2)cc1
→ 1% | -6% | .
COc1c(Cl)cccc1NC(=O)c1c(NC(=O)Cc2ccccc2)sc2c1CCCC2
→ 18% | -2% | .
c1nc(NCCc2cnc[nH]2)c2ccc(-c3ccc4c(c3)OCO4)cc2n1
→ 11% | 18% | .

A portion from the list above, as a working copy:
Values run as follows: Nrf2 inh | A549 tox | S2 tox
Cc1ncc2c(c1CNC(=O)c1cncs1)CCN(C(=O)c1cc(F)c(F)cc1F)C2
→ . | . | i
COC(=O)C1CCN(Cc2ccc3c(c2)CN(C(=O)c2cc(C)nc(C)n2)CCO3)CC1
→ . | . | i
O[C@@](CCN1CCCCC1)(c1ccccc1)[C@@H]1C[C@H]2C=C[C@@H]1C2
→ . | . | i
Cc1ccc2nc(SCC(=O)N3CCOc4ccc(CN5C[C@@H](C)O[C@@H](C)C5)cc4C3)[nH]c2c1
→ . | . | i
Cc1cc(C)cc(CN2CCc3nnc(C(NS(C)(=O)=O)C(C)C)n3CC2)c1 (stereo not drawn)
→ . | . | i
O=C(c1cnn(-c2nccc(-c3ccco3)n2)c1C1CC1)N1CCCCC1c1cccnc1 (stereo not drawn)
→ . | . | i
COC(=O)[C@@H]1CCCN1Cc1ccc2c(c1)CN(Cc1cccc(Cl)c1)CCO2
→ . | . | i
CO[C@H]1[C@H](NC(=O)c2ccco2)c2ccccc2C12CCN(Cc1ccc3cccc(F)c3n1)CC2
→ . | . | ?
O=C(c1ccc(N2CCC(NCCCn3ncc4ccccc43)CC2)cc1)N1CCOCC1
→ . | . | i
COCC(=O)Nc1cc(C(=O)N2CCN(c3ccc(Cl)cn3)CC2)c2c(c1)nc(C1CCC1)n2C
→ . | . | i
O=C(CCCN1CCC(n2c(=S)[nH]c3ccccc32)CC1)c1ccc(F)cc1
→ . | . | i
c1ccc(Nc2nc(-c3ccccc3)c(-c3ccccc3)s2)cc1
→ 1% | -6% | .
COc1c(Cl)cccc1NC(=O)c1c(NC(=O)Cc2ccccc2)sc2c1CCCC2
→ 18% | -2% | .
c1nc(NCCc2cnc[nH]2)c2ccc(-c3ccc4c(c3)OCO4)cc2n1
→ 11% | 18% | .

(listing goes on)
Values run as follows: Nrf2 inh | A549 tox | S2 tox
Cc1csc(CNc2ncnc3cc(-c4ccc5c(c4)OCO5)ccc23)n1
→ -5% | -8% | .
O=C(OCC#CCSc1nnc(-c2cccc3ccccc23)o1)c1ccc(F)cc1F
→ 23% | -5% | .
O=C(O)c1ccc2c(c1)C(=O)N([C@@H](C(=O)O)C(c1ccccc1)c1ccccc1)C2=O
→ 1% | -3% | .
CCCN1CNc2c(c(=O)[nH]c(=S)n2CCc2cccc(C)c2)C1
→ 19% | 17% | .
CC(C)(C)OC(=O)Cc1nnc(-c2cc3ccccc3[nH]2)o1
→ ? | 0% | .
Cn1nnnc1Sc1ncnc2scc(-c3ccccc3S(C)(=O)=O)c12
→ -18% | -2% | .
N#CN1CCC(NC(=O)c2cccc(F)c2)CC1
→ 4% | -2% | .
O=S(=O)(c1ccc2c(c1)OCCO2)N1CCN(S(=O)(=O)c2cc(F)ccc2F)CC1
→ 5% | 5% | .
O=C(c1ccccc1)N1CCN(c2nc(-c3cccs3)nc3ccccc23)CC1
→ ? | -11% | .
CC(C)CC(O)C(=O)Nc1cc(C(F)(F)F)ccc1Cl (stereo not drawn)
→ -6% | -6% | .
Cc1cc2c(s1)c1cnn(Cc3c(Cl)ccc(C)c3F)c(=O)c1n2C
→ 3% | -1% | .
Cc1ccc(C(=O)NC2CCN(C#N)CC2)cc1
→ 7% | -6% | .
CCCCN1C(=O)c2ccccc2NC1c1ccc(OC)c(COc2ccc(NC(C)=O)cc2)c1 (stereo not drawn)
→ ? | 0% | .
Cc1cc2c(s1)c1cnn(Cc3cccc(Cl)c3F)c(=O)c1n2C
→ 7%&-5% | -2%&-2% | .
Cc1cc2c(s1)c1cnn(Cc3ccccc3)c(=O)c1n2C
→ ? | -4% | .
COc1ccc(C2=Nn3c(nnc3-c3cccc(OC)c3OC)SC2)c(OC)c1
→ -12% | -3% | .
COc1ccc(C2Nc3ccccc3C(=O)N2Cc2ccccc2)cc1COc1ccc(C(N)=O)cc1 (stereo not drawn)
→ ? | -12% | .
CCCN1CNc2c(c(=O)[nH]c(=S)n2CCc2cccc(Cl)c2)C1
→ 5% | 14% | .
c1nc(NCc2ccoc2)c2cc(-c3ccc4c(c3)OCO4)ccc2n1
→ 14% | -3% | .
O=C1CCc2cc(S(=O)(=O)Nc3cccc4ccccc34)ccc2N1
→ ? | 9% | .
COC(=O)c1ccccc1NC(=O)c1ccc(F)cc1F
→ 8% | -1% | .
Cc1ccccc1C(=O)NCC(=O)OC(C(=O)Nc1cc(C(F)(F)F)ccc1Cl)c1ccccc1 (stereo not drawn)
→ -18% | 6% | .
COc1cc(-c2ccc3ncnc(NCc4nc(C)cs4)c3c2)cc(OC)c1OC
→ ? | -2% | .
Cc1cc2c(s1)c(/C=N/O)c(C(=O)NCc1ccccc1F)n2C
→ 3% | 14% | .
O=C(OCC#CCSc1nnc(-c2cccc3ccccc23)o1)c1ccccc1F
→ 9% | -2% | .
CCN1CCN(C(=O)CCN(CC(C)C)c2nc(-c3cccs3)nc3ccccc23)CC1
→ -18% | -13% | .
O=S(=O)(c1ccc2nc(Cl)c(Cl)nc2c1)N1CCN(S(=O)(=O)c2c(F)cccc2F)CC1
→ -13% | 0% | .
COc1ccc2c(c1)c1nnc(SC(C)C)nc1n2C
→ ? | -1% | .
CCOc1ccccc1-c1nnc2n1N=C(c1ccc(OC)cc1)CS2
→ ? | -6% | .
COc1cccc(C2c3c(ncn(-c4ccc(NC(C)=O)cc4)c3=N)Oc3ccc4ccccc4c32)c1 (stereo not drawn)
→ 6% | -6% | .
CCCN1CNc2c(c(=O)[nH]c(=S)n2CCC(C)C)C1
→ -5% | 8% | .
N#Cc1ccccc1S(=O)(=O)N1CCN(S(=O)(=O)c2ccc3c(c2)OCCO3)CC1
→ 18% | 8% | .
COc1ccc(-c2ccc3ncnc(NCCc4cnc[nH]4)c3c2)cc1OC
→ -17% | ? | .
CN(C)C(=O)c1ccc(-c2cc[nH]c(=O)c2N)cc1
→ 0% | -4% | .
NCCC(=O)Nc1cccc(-c2nn3c(=O)cc(N4CCNCC4)nc3s2)c1
→ -6% | 3% | .
CCOc1ccc(NC(=O)CSc2nnc3c(n2)[nH]c2ccc(S(=O)(=O)N4CCOCC4)cc23)cc1
→ -7% | 6% | .
Cc1cc2c(s1)c1cnn(Cc3ccc(F)cc3F)c(=O)c1n2C
→ 10% | -11% | .
COc1ccc(CNc2ccccc2C(=O)NCc2ccccc2)cc1COc1ccc(NC(C)=O)cc1
→ ? | -1% | .
COc1cccc(C2c3c(ncn(-c4cccc(Cl)c4)c3=N)Oc3ccc4ccccc4c32)c1 (stereo not drawn)
→ 2% | 5% | .
C/C=C\C1=CCCC1Nc1ncnc2ccc(-c3c(C)noc3C)cc12 (stereo not drawn)
→ ? | 2% | .
COCCn1c(=S)[nH]c2cc(C(=O)N3CCN(Cc4ccccc4)CC3)ccc2c1=O
→ 11% | 0% | .
CCNc1cccc(S(=O)(=O)N2CCN(S(=O)(=O)c3ccc4c(c3)OCCO4)CC2)c1
→ ? | -8% | .
COc1ccc(S(=O)(=O)Nc2cc(OC)cc3cccnc23)cc1
→ ? | -5% | .
N#CN1CCC(NS(=O)(=O)c2cccc(C(F)(F)F)c2)CC1
→ -19% | 1% | .
N#Cc1nc(Nc2ccccc2)nc(NC2CCCC2)n1
→ -15% | -7% | .
O=S(=O)(c1ccc2c(c1)OCCO2)N1CCN(S(=O)(=O)c2cccs2)CC1
→ -14% | -2% | .
N=c1c2c(ncn1-c1ccccc1)Oc1ccc3ccccc3c1C2c1ccc2c(c1)OCO2 (stereo not drawn)
→ 21µM* | 15µM* | .
Cc1ccc(Cn2ncc3c4sc(C)cc4n(C)c3c2=O)c(C)c1
→ ? | 0% | .
COc1ccc(NC(=O)C(OC(=O)CNC(=O)c2ccccc2)c2ccccc2)c(C)c1 (stereo not drawn)
→ 26% | -1% | .
COc1ccc(C(=O)N(Cc2ccccc2)Cc2ccccc2)c(O)c1
→ ? | -3% | .
O=C(Nc1nc(Nc2cc(F)cc(F)c2)nc(NC2CCCC2)n1)OCc1ccccc1
→ 10% | 1% | .
Cc1cc2c(s1)c1cnn(Cc3ccc(F)cc3Cl)c(=O)c1n2C
→ 4% | 0% | .
CC(C)CC(OC(=O)CNC(=O)c1ccccc1)C(=O)Nc1cc(C(F)(F)F)ccc1Cl (stereo not drawn)
→ -3% | -8% | .
O=C(c1ccc2c(=O)n(Cc3ccc4c(c3)OCO4)c(=S)[nH]c2c1)N1CCN(Cc2ccccc2)CC1
→ ? | -9% | .
O=C(CNC(=O)C1CCCCCC1)OC(C(=O)Nc1cc(C(F)(F)F)ccc1Cl)c1ccccc1 (stereo not drawn)
→ 1% | 2% | .
CCCCNc1nc(C#N)nc(Nc2ccccc2)n1
→ -12% | -9% | .
O=C(CNC(=O)c1ccc2ccccc2c1)OC(C(=O)Nc1cc(C(F)(F)F)ccc1Cl)c1ccccc1 (stereo not drawn)
→ 3% | 10% | .

Compound activity (PubChem)
